GALK inhibitor = qHTS Assay for Inhibitors of Human Galactokinase (GALK); P51570; Purified GALK, Kinase-Glo residual ATP luminescence; Potency, µM (highest dose often 57.5 µM), for inactives: top-dose activity change, negative = inhibition, actives largely listed as inhibitors; actives 0.007% (n = 270,000); also: potency is read from the fitted curve at half-maximal effect; % is scaled to controls: 0 for no effect and ±100 for the full control effect
Target sequence (P51570 whole entry, looked up): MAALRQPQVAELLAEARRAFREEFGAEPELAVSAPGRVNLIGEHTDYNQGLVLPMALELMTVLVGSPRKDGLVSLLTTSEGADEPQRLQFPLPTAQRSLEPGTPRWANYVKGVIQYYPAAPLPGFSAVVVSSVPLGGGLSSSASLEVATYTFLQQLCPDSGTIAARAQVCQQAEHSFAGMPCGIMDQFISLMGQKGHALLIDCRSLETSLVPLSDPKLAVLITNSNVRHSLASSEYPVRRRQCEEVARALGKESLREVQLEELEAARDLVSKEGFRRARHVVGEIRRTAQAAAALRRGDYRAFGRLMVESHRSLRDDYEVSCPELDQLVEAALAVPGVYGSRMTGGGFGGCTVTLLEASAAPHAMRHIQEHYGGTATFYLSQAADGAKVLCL
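GALK at 5 nM final was combined with compound, 35 uM ATP and 100 uM galactose in HEPES pH8.0 with MgCl2 and DTT. The reaction ran one hour at room temperature before luminescent ATP detection.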
MBNL1 CUG block = qHTS Assay for Inhibitors of MBNL1-poly(CUG) RNA binding | TR-FRET MBNL1-His/biotin-(CUG)12 binding, 665/545 ratio | Potency, µM (doses to about 57.5 µM), for the others: top-dose activity change, negative = inhibition, hits mostly inhibitors | actives 0.036% (n = 280,000) | Muscleblind-like protein 1 (Homo sapiens), Q9NR56; active = well fitted inhibition curve with a large enough effect in the signal ratio, with a control signal flat, not every such curve was filed as active; inconclusive = small, poorly fitted or top-dose-only effect, or effect the other way, or a change in a side signal; inactive = no such curve, though single readings can be large or run the other way; the % refers to the signal ratio; also: potency is read from the fitted curve at half-maximal effect; % is scaled to controls: 0 for no effect and ±100 for the full control effect
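Inhibition of protein-RNA binding appears as loss of TR-FRET between terbium anti-His antibody on MBNL1-His and streptavidin-XL665 on biotin-(CUG)12. Activity is normalized to buffer-only and uninhibited-complex controls.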
AT treatment = qHTS Assay for Identifying a Potential Treatment of Ataxia-Telangiectasia | Potency, µM (highest dose often 57.5 µM), inactives show at the highest dose activation, usual class: activators | AID 485349, 2010 | actives 0.19% (n = 320,000) | […] A-T fibroblasts, KAP-1 phosphorylation AlphaLISA; neocarzinostatin DNA damage 30 min before lysis; also: potency is read from the fitted curve at half-maximal effect; % of control where 0% means no effect; nearly all actives have a fitted effect of over 45% in size
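ATM-like activity read as KAP-1 phosphorylation via AlphaLISA donor/acceptor antibody pairs after lysis and 6 hr at 25C. Cells were ATM-null patient fibroblasts ([…], hTERT), dosed 60 min, then exposed to the DSB inducer NCS for 30 min.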
TRPV1 agonist = HTS Assay for Compounds that Act as Agonists of the Vanilloid Receptor 1; actives 0.19% (n = 320,000); AID 540275, 2011; TRPV1-expressing cells, Fluo-8 calcium influx, agonist mode; Transient receptor potential cation channel subfamily V member 1 (Homo sapiens), Q8NER1; activation, % at 8.33 µM; in the data active = activation above about 80%; inconclusive = between about 30% and that limit; also: 0% is about no effect
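Cells expressing TRPV1 were dye-loaded with Fluo-8 and read kinetically: 10 s baseline, 3 min after compound (agonist portion), then 2 min after EC20 capsaicin (allosteric enhancer portion). Calcium-bound dye fluorescence at 480/520 nm.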
a7 integrin act = qHTS for Activators of Integrin-Mediated Alleviation for Muscular Dystrophy; alpha7betagal myoblasts, beta-gal FDG fluorescence, 48 h; Potency, µM (series often up to 38.3 µM), for inactives: top-dose activation, hits mostly activators; actives 0.064% (n = 350,000); AID 624291, 2012;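 also: potency is read from the fitted curve at half-maximal effect; 100% = response of the positive control SU9516; nearly all actives have a fitted effect of over 60% in size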
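alpha7betagal+/- myoblasts (passage 13, 250/well) treated 48 h at 37C with compounds at 1:260 dilution of DMSO stock. Lysed, then beta-galactosidase activity read as FDG fluorescence (ex 480/em 540) after 30 min, with pre-read for autofluorescence.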
KCNH2 3.1 inh = qHTS for Inhibitors of KCHN2 3.1: Mutant qHTS; AID 720553, 2013; U2OS KCNH2 3.1, thallium flux FluxOr; hits give low values; actives 0.95% (n = 340,000); activity change, % (tested at about 1.8 µM);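 active = maximum activity change below -70%; inconclusive = maximum activity change from -70% to -50%; inactive = maximum activity change above -50%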;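 also: thallium influx rate constant from kinetic fluorescence after stimulation buffer; % is scaled to controls: 0 for no effect and ±100 for the full control effect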
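Normalized rate constant (relative to positive and negative DMSO controls) derived from a 2 min kinetic fluorescence read after stimulation; U2OS cells expressing the 3.1 isoform via virus at 1.77 x 10^8 /mL.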
hERG WT inh = qHTS for Inhibitors of KCHN2 3.1: Wildtype qHTS; Voltage-gated inwardly rectifying potassium channel KCNH2 (Homo sapiens), Q12809; U2OS, BacMam KCNH2, thallium flux FluxOr; hits give low values; activity change, % at 1.84 µM; actives 0.37% (n = 340,000); AID 720551, 2013;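 active = maximum activity change below -70%; inconclusive = maximum activity change between -70% and -50%; inactive = maximum activity change above -50%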; also: % is scaled to controls: 0 for no effect and ±100 for the full control effect
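U2OS cells were transduced with wild-type KCNH2 virus (2.03 x 10^8 / mL) for 4 h at room temperature, then cultured overnight at 37 C. Thallium flux was read with FluxOr dye. Rate constants were normalized to DMSO controls.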
Coupling enz = qHTS Assay for Inhibitors of Fructose-1,6-bisphosphate Aldolase from Giardia Lamblia: Coupling assay counterscreen | coupling enzyme system counterscreen, AmpLite Red fluorescence | activity change, negative = inhibition, % at 58.2 µM, hits read low | actives 0.67% (n = 290,000) | AID 2472, 2010; in the data active = activity change below about -30%; also: % is scaled to controls: 0 for no effect and ±100 for the full control effect
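Fluorescence at 525 nm excitation and 598 nm emission measured inhibition of the coupled detection system without aldolase. Compounds (at 57.5 uM final) were preincubated 10 min at room temperature with coupling enzyme reagent before a 20 min substrate/AmpLite Red step.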
ASM inhibitor = Inhibitors of Secretory Acid Sphingomyelinase (S-ASM): qHTS; Potency, µM (titrated, usually from 57.5 µM), inactives show at the highest dose activity change, negative = inhibition, hits mostly inhibitors; AID 504937, 2011; actives 0.006% (n = 340,000); placental ASM, HMU-PC fluorogenic substrate, 60 min; Sphingomyelin phosphodiesterase (Homo sapiens), P17405; also: potency is read from the fitted curve at half-maximal effect
Target sequence (P17405 47-631 limits assumed): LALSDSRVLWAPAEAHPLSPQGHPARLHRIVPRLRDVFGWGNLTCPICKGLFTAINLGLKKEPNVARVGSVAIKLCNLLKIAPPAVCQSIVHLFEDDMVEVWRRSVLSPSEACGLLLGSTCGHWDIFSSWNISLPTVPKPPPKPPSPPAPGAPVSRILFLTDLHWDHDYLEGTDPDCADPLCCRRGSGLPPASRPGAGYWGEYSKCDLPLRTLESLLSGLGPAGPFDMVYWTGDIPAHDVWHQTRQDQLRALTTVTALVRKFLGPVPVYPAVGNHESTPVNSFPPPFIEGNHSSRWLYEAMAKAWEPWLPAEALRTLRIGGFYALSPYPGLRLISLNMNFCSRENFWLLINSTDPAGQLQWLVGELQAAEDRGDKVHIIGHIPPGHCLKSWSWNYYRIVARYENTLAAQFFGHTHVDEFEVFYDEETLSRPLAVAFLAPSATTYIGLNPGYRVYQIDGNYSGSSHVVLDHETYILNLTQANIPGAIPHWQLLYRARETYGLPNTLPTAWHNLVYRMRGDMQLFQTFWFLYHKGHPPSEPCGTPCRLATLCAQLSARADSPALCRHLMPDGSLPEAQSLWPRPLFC
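Fluorescence read-out (Ex 386 nm, Em 447 nm) after stopping the reaction at pH 10. Enzyme: ASM from human placenta; substrate HMU-PC0, 9 uM final; 60 min, 37 °C. Compound preincubation 10 min, ambient temperature.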
MLL CXXC-DNA inh = qHTS Fluorescence Polarization Assay for Inhibitors of MLL CXXC domain - DNA interaction. Histone-lysine N-methyltransferase 2A (Homo sapiens), Q03164. MLL-CXXC / FITC-HOXA9 DNA fluorescence polarization. Potency, µM (highest dose often 115 µM), inactives show top-dose activity change, negative = inhibition, hits mostly inhibitors. actives 0.037% (n = 290,000). AID 2662, 2010; active = well fitted inhibition curve with a large enough effect in the polarisation, with a control signal flat, not every such curve was filed as active; inconclusive = small, poorly fitted or top-dose-only effect, or effect the other way, or a change in a side signal; inactive = no such curve, though single readings can be large or run the other way; the % refers to the polarisation; also: potency is read from the fitted curve at half-maximal effect
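Fluorescence polarization: 7 uM MLL-CXXC (stock) preincubated 5 min with compounds, then 50 nM fluorescein-HOX-A9 DNA (stock) added; 30 min ambient. Buffer 50 mM Tris-HCl pH 7.5, 50 mM NaCl, 1 mM DTT, 0.05% BSA.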
Starred values were filed as active, the others as inactive; ? = inconclusive; nt = no result given; [ ] = dose if it differs, or a comment. Unless noted, calls follow the shape of the dose curve; as a rule, active = well fitted curve in the direction sought with a large enough effect; inconclusive = small, poorly fitted or top-dose-only effect, or another doubt; inactive = no such curve, though single readings can be large; an effect the other way counts as inactive or inconclusive.

SMILES,GALK inhibitor,TRPV1 agonist,MLL CXXC-DNA inh,ASM inhibitor,Coupling enz,KCNH2 3.1 inh,a7 integrin act,hERG WT inh,MBNL1 CUG block,AT treatment
CC1(C)CC(=O)C(C=Nc2ccc(O)c(N=CC3=C(O)CC(C)(C)CC3=O)c2)=C(O)C1,14%,-1,26%,-4%,-11,18,-4%,0,5%,-6%
CN(CC(=O)NC1CC1)S(=O)(=O)c1ccc(Br)cc1,7%,2,0%,-3%,0,3,18%,-1,-2%,-4%
OCC#Cc1cnc2ccccc2c1,4%,1,-3%,-1%,-1,12,4%,1,13%,-1%
O=C(Nc1ccccc1F)C1(c2ccccc2)CC1(Cl)Cl (stereo not drawn),0%,5,1%,-1%,1,0,-16%,0,6%,0%
Cc1ccc(S(C)(=O)=O)cc1S(=O)(=O)Nc1cccc(Cl)c1,-2%,-2,-8%,2%,1,9,24%,4,nt,2%
O=C(N/N=C/c1ccc[nH]1)c1cccnc1,-1%,-1,15%,0%,-20,10,-29%,-11,20%,-9%
O=C(N/N=C/c1ccc(O)c2ccccc12)c1cccnc1,14%,0,-8%,16%,-1,19,10%,-10,23%,-11%
CCOC(=O)N1CCN(C(=O)c2cc(COc3ccc(F)cc3F)on2)CC1,-9%,-2,10%,nt,nt,-5,5%,4,0%,19%
O=C(NCCc1ccc(Cl)cc1)C1CCN(S(=O)(=O)N2CCCCC2)CC1,0%,2,-8%,0%,1,-5,7%[7.66 µM],8,7%,0%
Cc1ccc(NC(=O)CCNS(=O)(=O)c2ccc3c(c2)oc(=O)n3C)cc1,1%,-3,-13%,2%,6,4,-13%,-19,-7%,1%
COc1ccccc1CNC(=O)c1cc2c(s1)CS(=O)(=O)C2,-2%,?,-5%,0%,1,0,-8%,0,-4%,nt
O=C(COc1ccccc1)NCC(=O)N1CCCCCC1,nt,1,nt,3%,nt,0,3%,-9,nt,-11%
C=CCNC(=S)Nc1sc2c(c1C(N)=O)CCCC2,0%,3,0%,21%,-4,17,-6%,-2,-2%,-9%
CC[C@@]12C(=O)N(c3ccc(C)cc3)C(=O)N1[C@H](c1ccc(OC)cc1)[C@@H]1C(=O)N(C(C)(C)C)C(=O)[C@@H]12,nt,3,5%,3%,-2,7,-5%,-2,-8%,-8%
Cc1ccc(/C=N/NC(=O)c2cccs2)o1,1%,-1,0%,6%,2,5,2%,-23,?,4%
C(=N\Nc1nc2ccccc2s1)/c1ccc2c(c1)OCO2,-1%,?,10%,4%,2,0,0%,2,1%,6%
C[C@@H]1CN([C@H](C)CO)C(=O)Cc2cc(NC(=O)Nc3ccccc3)ccc2O[C@@H]1CN(C)Cc1ccc2c(c1)OCO2,nt,nt,nt,-7%,nt,7,-44%,12,nt,-8%
CCOC(=O)Cc1csc(SCC(=O)Nc2ccc(C)cc2F)n1,nt,23,nt,-1%,nt,-8,-11%,21,nt,-2%
CC(C)Cc1nnc(NC(=O)CCC(=O)N2CCN(c3ccc([N+](=O)[O-])cc3)CC2)s1,9%,-2,10%,-6%,6,-42,0%,-5,?,-8%
C[C@H](NC(=O)C1CC(=O)N(c2ccc3c(c2)OCCO3)C1)C(=O)NC1CCCC1 (stereo partly drawn),-5%,1,13%,2%,nt,-3,19%,1,-2%,0%

Other compounds:
SMILES,GALK inhibitor,TRPV1 agonist,MLL CXXC-DNA inh,ASM inhibitor,Coupling enz,KCNH2 3.1 inh,a7 integrin act,hERG WT inh,MBNL1 CUG block,AT treatment
COc1ccc(C(=O)Nc2ccc(S(=O)(=O)Nc3nccc(C)n3)cc2)cc1OC,0%,-2,3%,4%,1,-7,-10%,-8,-7%,1%
O=C(NCCc1nnc2ccc(NCc3ccc(Cl)cc3)nn12)c1ccccc1,-3%,-4,6%,0%,-2,0,-3%,-13,-3%,1%
COc1ccc(C(CNC(=O)c2cc(S(=O)(=O)Nc3cccc(C)c3)ccc2C)N2CCOCC2)cc1 (stereo not drawn),nt,nt,nt,1%,nt,-6,29%,-4,nt,nt
COc1ccc(NC(=O)c2ccc(C#N)cc2)cc1NS(=O)(=O)c1ccc(F)cc1,-2%,-8,8%,-2%,-8,18,?,2,nt,-8%
Cc1ccc(C)c(N(C(=O)c2csnn2)C(C(=O)NC2CCCC2)c2cccnc2)c1 (stereo not drawn),9%,0,12%,1%,0,5,15%,5,?,6%
OCc1nn2c(c1Br)NC(c1ccccc1)CC2C(F)(F)F (stereo not drawn),0%,2,0%,2%,3,4,25%,5,-7%,6%
COc1ccc(OCC(=O)N/N=C/c2cccc3cccnc23)cc1,nt,nt,nt,-3%,nt,16,-43%,-5,nt,nt
COc1cccc(NC(=S)NCc2ccncc2)c1,1%,?,-12%,5%,2,0,2%,5,nt,2%
CCn1c(CNc2ccc(F)cc2)nnc1SCC(=O)OC1CCCCC1,12%,1,3%,-3%,3,6,?,12,7%,2%
Cc1cc(C)n(CC(O)COc2ccccc2[N+](=O)[O-])n1 (stereo not drawn),-2%,-4,?,0%,-8,-25,2%,2,8%,4%
O=C(Nc1ccc(S(=O)(=O)N2CCOCC2)cc1)c1ccc2c(c1)OCO2,-3%,?,22%,-4%,0,-16,-11%,-1,-1%,4%
CC(CC(=O)Nc1ccc(-c2ccno2)cc1)n1cccn1 (stereo not drawn),9%,2,15%,-1%,0,3,16%,nt,-4%,4%
O=C(N/N=C/c1ccc(Br)o1)c1cncc(Br)c1,nt,-9,5%,-2%,1,11,-26%,4,?,-3%
Cc1cccc(-c2nsc(SCC(=O)N3CCCC3)n2)c1,2%,22,-4%,-3%,5,7,-17%,11,-3%,4%
OCCNc1nc(N2CCOCC2)nc(N2CCOCC2)n1,2%,7,-5%,1%,-2,5,?,-13,9%,2%
CC(C1CC2CCC1C2)n1c(COc2ccccc2F)nnc1SCC(N)=O (stereo not drawn),4%,-1,-1%,-2%,-3,2,17%,1,-4%,11%
CC(=O)c1cnc2n(c1=O)CCS2,6%,3,3%,3%,2,5,?,4,0%,-3%
S=C(c1ccc2c(c1)OCO2)N1CCCC1,-3%,11,3%,1%,3,-1,-6%,8,-6%,-6%
COC(=O)c1ccccc1OCc1cccc(C)n1,0%,0,-4%,-3%,0,1,-17%,-5,-9%,-1%
CCN(C(=O)CSc1nnc(-c2ccc(OC)cc2)n1N)c1c(N)n(Cc2ccccc2)c(=O)[nH]c1=O,nt,nt,nt,6%,nt,23,16%,-9,nt,nt

The list goes on.
SMILES,GALK inhibitor,TRPV1 agonist,MLL CXXC-DNA inh,ASM inhibitor,Coupling enz,KCNH2 3.1 inh,a7 integrin act,hERG WT inh,MBNL1 CUG block,AT treatment
CCn1c(C(=O)O)c(CC(=O)Nc2ccccc2OC)c2ccccc21,0%,-1,12%,1%,-2,10,15%,-1,0%,9%
O=[N+]([O-])c1ccc2c(c1)nc(CO)n2Cc1ccccc1,3%,1,-2%,-4%,1,6,-18%,-7,?,-10%
CCC(=O)Oc1c(C(=O)CC)cc2c(C)cc(=O)oc2c1C,-1%,6,6%,82%[activator],-3,9,19%,2,0%,7%
CN(C)c1cccc2c1c(NS(=O)(=O)c1cn(C)cn1)nn2C,-6%,-9,-2%,-1%,nt,-34,-15%,-14,?,-8%
COc1cc(-c2nc(=S)[nH][nH]2)cc(OC)c1OC,0%,1,-6%,3%,-2,7,0%,-2,5%,8%
CCc1ccc2c(c1)C1(C(=O)N2)N2CCCC2C(C(=O)c2ccc3ccccc3c2)C12C(=O)Nc1ccccc12 (stereo not drawn),0%,2,11%,-21%,-8,-18,-48%[inhibitor],-3,6%,-2%
